# High-throughput results (PubChem)
# TLR9-MyD88 inh: TLR9-MyD88 interaction inhibition; Q9NR96+Q99836; CHO BLA complementation TLR9-MyD88, CCF4 FRET ratio; inhibition, % at 4.98 µM; 0.21% of 340,000 active;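 active means inhibition above the mean over all tested compounds plus 3 SD, cut at about 21% in these data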;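 further: 0% = DMSO only wells and 100% = clavulanate BLA inhibitor control wells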
# NOD2-RIPK2 inh: NOD2-RIPK2 protein interaction inhibition; O43353; CHO BLA complementation NOD2-RIPK2, CCF4 ratio; inhibition, % at 4.98 µM; 0.38% of 360,000 active; AID 624267; in the data active means inhibition above about 21%;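 further: 0% = vehicle only and 100% = reference blocker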
# Target sequence (O43353 whole entry, looked up): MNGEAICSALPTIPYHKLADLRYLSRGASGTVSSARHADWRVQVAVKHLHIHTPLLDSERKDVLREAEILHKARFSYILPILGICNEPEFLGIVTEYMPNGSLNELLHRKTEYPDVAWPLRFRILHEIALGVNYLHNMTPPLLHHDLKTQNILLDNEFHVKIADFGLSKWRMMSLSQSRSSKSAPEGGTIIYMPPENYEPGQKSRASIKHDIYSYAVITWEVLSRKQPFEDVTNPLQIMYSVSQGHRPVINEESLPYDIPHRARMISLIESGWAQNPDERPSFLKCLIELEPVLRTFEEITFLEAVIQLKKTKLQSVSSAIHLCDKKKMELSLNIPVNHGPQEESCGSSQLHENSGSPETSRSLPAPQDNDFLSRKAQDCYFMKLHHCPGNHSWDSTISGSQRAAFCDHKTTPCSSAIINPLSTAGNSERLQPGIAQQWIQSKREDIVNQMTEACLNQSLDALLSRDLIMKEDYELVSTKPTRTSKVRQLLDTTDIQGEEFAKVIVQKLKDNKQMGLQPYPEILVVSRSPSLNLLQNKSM
# SRC2 inh: human SRC2 (NCOA2) inhibition | Q15596 | 0.17% of 370,000 active | inhibition, % at 9 µM | HEK293 GAL4-SRC2 luciferase reporter, luminescence;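 active means inhibition above the mean inhibition of all tested compounds plus 3 SD, set per campaign, cut at about 52% in these data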;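 further: 0% = DMSO treated cells and 100% = cells given Gossypol at 36 µM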
# MC4R ag barr: activates human MC4R beta-arrestin recruitment | U2OS MC4R beta-arrestin complementation, luminescence; percent of melanotan II response, DMSO zero | activation, % at 8.9 µM | 0.98% of 360,000 active | AID 540308;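 active means activation above a per-plate cutoff, the mean activation of sample wells on that plate plus 3 SD, cut at about 8% in these data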
# MC4R antagonist: antagonists of human melanocortin 4 receptor (MC4R); MC4R-expressing cells, MTII-stimulated cAMP, LANCE TR-FRET; inhibition, % at 6.5 µM; AID 540295; 0.48% of 360,000 active;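 active means inhibition above its plate's cutoff, the mean of tested wells on that plate plus 3 SD, cut at about 29% in these data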;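 further: 0% = Melanotan II alone and 100% = Melanotan II plus saturating MCL0020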
#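 Test system: U2OS cells stably expressing human melanocortin 4 receptor (MC4R); also added: Melanotan II challenge; compound: 6.5 µM single dose; timing: 30-min compound preincubation, 1-h Melanotan II challenge, 1-h detection, room temperature; signal: Eu-cAMP/anti-cAMP TR-FRET, emission 671 nm; repeats: one well per compound, no replicates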
# NR5A2 inv ag: NR5A2 inverse agonism in reporter assay; HEK293T StAR-luciferase reporter, LRH-1 transfected, 24 h; inhibition, % at 3.6 µM; 0.13% of 360,000 active; AID 602396;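 active means inhibition above the mean inhibition of all tested compounds plus 3 SD, cut at about 73% in these data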;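 further: 0% = DMSO wells and 100% = reporter-only cells lacking LRH-1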
# Target sequence (O00482 whole entry, looked up): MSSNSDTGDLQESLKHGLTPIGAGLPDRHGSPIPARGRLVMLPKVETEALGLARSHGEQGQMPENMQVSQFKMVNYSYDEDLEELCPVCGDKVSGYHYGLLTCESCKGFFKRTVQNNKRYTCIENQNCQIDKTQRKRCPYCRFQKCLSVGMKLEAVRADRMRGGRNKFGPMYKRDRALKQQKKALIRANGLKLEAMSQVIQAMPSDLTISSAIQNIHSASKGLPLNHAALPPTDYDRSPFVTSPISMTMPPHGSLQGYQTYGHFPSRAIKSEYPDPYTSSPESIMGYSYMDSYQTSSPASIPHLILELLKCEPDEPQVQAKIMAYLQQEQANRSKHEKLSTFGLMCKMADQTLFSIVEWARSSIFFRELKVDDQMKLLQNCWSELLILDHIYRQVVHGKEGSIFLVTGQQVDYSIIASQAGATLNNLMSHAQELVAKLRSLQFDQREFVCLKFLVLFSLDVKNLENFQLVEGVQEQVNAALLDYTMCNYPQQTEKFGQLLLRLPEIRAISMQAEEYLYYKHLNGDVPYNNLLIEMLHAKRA
# NR2F2 inh: inhibitors of human COUP-TFII (NR2F2); HEK293T NGFI-A luciferase reporter, luminescence; inhibition, % at 8.6 µM; 0.7% of 370,000 active;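 active means inhibition above a per-plate cutoff, mean inhibition of test wells between control levels plus 3 SD, cut at about 38% in these data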;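 further: cells cotransfected with COUP-TFII expression vector driving the NGFI-A reporter; 0% = median of COUP-TF2 test wells and 100% = reporter-only cells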
# NCOA3 inh: inhibits human SRC3 coactivator; HEK293 GAL4-SRC3 luciferase reporter, luminescence; 0.17% of 360,000 active; inhibition, % at 3.6 µM; Q9Y6Q9;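 active means inhibition above a per-campaign cutoff, the mean of all compounds plus 3 SD, cut at about 60% in these data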;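 further: 0% = DMSO-treated cells and 100% = gossypol-treated cells at 36 µM; higher means less SRC3-driven luciferase light from the GAL4 reporter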
# SRC1 inh: human NCOA1 inhibition; HEK293 GAL4-SRC1 luciferase reporter, luminescence; inhibition, % at 3.6 µM; 0.12% of 360,000 active;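 active means inhibition above the campaign mean plus 3 SD, with each screening campaign given its own cutoff, cut at about 60% in these data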;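 further: 0% = DMSO treated cells and 100% = gossypol at 36 µM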
# ABHD5-PLIN5 inh: blocks binding of human ABHD5 to perilipin-5; inhibition, % at 4 µM; 0.78% of 360,000 active; Q00G26+Q8WTS1; Split G. princeps luciferase complementation, luminescence, 4 h; AID 602281;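 active means inhibition above the mean inhibition across every tested compound plus 3 SD, cut at about 22% in these data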;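 further: 0% = DMSO only wells and the 100% control is not disclosed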
# LMP1 NFkB inh: inhibitors of Epstein-Barr LMP1-induced NF-kappaB reporter; LMP1-induced NF-kappaB luciferase reporter cells, luminescence; inhibition, % at 12.5 µM; 0.69% of 350,000 active; AID 504558; in the data active means inhibition above about 41%;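 further: 0% = neutral control wells and 100% = reference inhibitor control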
# An asterisk follows results filed as active; · = not tested or not shown. Some of the compounds tested; count on the stated rates, not on these rows.
# Second line of a record – TLR9-MyD88 inh	ABHD5-PLIN5 inh	LMP1 NFkB inh	NCOA3 inh	NR5A2 inv ag	MC4R antagonist	MC4R ag barr	SRC1 inh	SRC2 inh	NOD2-RIPK2 inh	NR2F2 inh
c1ccc(-n2nnnc2-c2cccc3ccccc23)cc1
    4	10	11	6	47	-2	-0.7	-23	-20	6	7
COc1ccc(N=C2SC(C(=O)O)CC(=O)N2C)cc1 (stereo not given)
    -7	-5	0	-4	-17	2	-0.3	-9	-6	-6	9
CCOC(=O)C1CCN(CC(=O)Nc2cc(C)nn2-c2nc3ccccc3s2)CC1
    11	-4	-3	3	6	4	-1.3	4	3	-24	-7
COCCSc1ccccc1C(=O)Nc1ccc2c(c1)OCCO2
    0	-1	0	-25	-4	-1	0.3	0	-6	-13	-3
COc1ccccc1N(CC(=O)NCCSc1ccccn1)S(=O)(=O)c1ccccc1
    -9	0	-1	16	1	6	0.3	16	-8	-18	-8
S=c1[nH]cc(Cc2ccccc2)s1
    -5	-2	-9	12	10	-5	-2.2	9	-11	-30	17
Cc1ccccc1C(=O)NC(=S)Nc1ccc2[nH]c(=O)[nH]c2c1
    -1	-2	14	16	7	3	-0.9	4	2	-10	-16
O=C(NCc1ccco1)c1ccc(NS(=O)(=O)c2cccc([N+](=O)[O-])c2)cc1
    -14	5	-3	8	9	2	0.2	14	-22	-8	16
COc1ccc(/C=C(/NC(=O)c2ccccc2)C(=O)NC(Cc2c[nH]c3ccccc23)C(=O)O)cc1 (stereo not given)
    -6	-2	-11	-26	14	3	-1.5	-10	-8	6	7
O=C(CSc1nncs1)N1CCN(S(=O)(=O)c2ccccc2)CC1
    -10	-3	-3	20	-11	-3	-1.3	-24	17	0	-1
CCN(C(=O)CSc1nnc(COc2cccc(C)c2)o1)c1nc(C)cs1
    -2	-2	-3	-44	21	7	-0.4	-23	-13	-4	1
O=C(CCSc1nc2ccccc2s1)N/N=C/c1c(O)ccc2ccccc12
    8	-6	-10	34	-11	-2	-1.3	28	1	-1	6
CNC(=O)c1ccc(-c2nc(-c3ccccc3)cs2)cc1
    6	-5	-27	-46	-95	-2	-2.6	-34	-51	-2	-46
CCOC(=O)/C(=C\C=C1/Sc2ccccc2N1CC)C(C)=O
    3	9	-2	-10	29	-28	-0.5	11	-18	0	-19
N#CC1c2ccccc2-c2ccccc2N1C(=O)c1ccccc1 (stereo not given)
    2	-5	12	-3	17	6	-0.9	0	-13	-5	8
CS(=O)(=O)c1ccc(Cl)c(NC(=O)COC(=O)/C=C/c2cnc3ccccc3n2)c1
    3	-11	-18	1	7	-3	-1.2	-8	-11	6	4
CNC(=O)CCc1nc(-c2ccc(C(C)(C)C)cc2)no1
    -5	-3	-2	-69	-89	1	0.1	-78	2	3	-14
Cc1cccc(N2C(N)=NC(N)=NC23CCCCC3)c1
    3	6	1	-12	-2	-3	-1.1	2	2	-18	10
Cc1cccc(S(=O)(=O)c2c(N)n(Cc3ccco3)c3nc4ccccc4nc23)c1
    5	6	-22	23	20	3	-3.2	1	11	6	11
Cc1cc(C(=O)CN2C(=O)NC3(CCCCC3)C2=O)c(C)n1-c1ccc2c(c1)OCO2
    7	-2	9	-1	-7	-2	-3.1	-8	4	-6	4
O=C(NCC1CCN(c2ccc(S(=O)(=O)N3CCOCC3)cc2)CC1)c1ccc(Cl)cc1
    2	5	16	-6	31	6	-1.9	-24	18	10	29
COc1ccc(C2c3c4c(n(C)c3CCN2C)CCN(C)C4c2ccc(OC)cc2)cc1 (stereo not given)
    6	9	6	19	7	3	2.7	9	15	-11	-4
CC1=C(C#N)C(Nc2cccc(C)n2)(C(F)(F)F)C(=O)N1 (stereo not given)
    -12	0	-3	18	-7	1	-1.0	-12	-3	-6	22
N=c1n(Cc2ccc(Cl)cc2)c2ccccc2n1CC(O)c1ccco1 (stereo not given)
    4	12	5	8	14	-2	0.2	-9	4	4	0
CN(C)c1ccc(NC(=O)c2ccc(Cn3cc([N+](=O)[O-])cn3)cc2)cc1
    -4	-4	-32	23	14	-3	-2.1	-20	-37	0	-24
O=C(COc1ccccc1[N+](=O)[O-])OC1CCS(=O)(=O)C1 (stereo not given)
    5	-1	-5	8	3	18	-1.4	-5	-2	-2	13
CCOc1ccccc1N(C)S(=O)(=O)c1ccc2[nH]cc(C(=O)N(CCOC)CCOC)c(=O)c2c1
    4	2	7	12	-2	3	-1.8	-1	4	-2	5
Cc1ccc(S(=O)(=O)N(C)C)cc1NC(=O)c1ccncc1
    4	-7	4	-2	7	5	-4.2	4	19	5	-2
Cc1nc2nc(-c3cccnc3)nn2c(C)c1Cl
    2	2	-6	-7	-42	5	2.2	-44	-15	-5	-18
CC(=O)c1cccc(-n2nnnc2SCC(=O)Nc2cc(C)on2)c1
    0	2	4	-24	7	3	-1.0	8	-4	-4	-16
O=C(Nc1ccncc1)c1cc(S(=O)(=O)N2CCN(c3ccccc3)CC2)ccc1Cl
    0	0	10	-7	3	16	-0.7	17	7	17	23
CCn1c(SCC(=O)NCc2ccco2)nc2ccccc2c1=O
    -4	-4	0	17	-10	-1	-1.7	-1	12	0	-17
O=C1N/C(=C/c2ccc(N3CCCC3)cc2)C(=O)N1c1ccccc1
    4	-5	-6	-30	-29	-12	8.5*	-28	-8	7	-11
Brc1ccccc1CN1CCC(Cc2ccccc2)CC1
    9	7	-1	-6	-6	-5	1.4	-1	12	-2	7
O=C(NNS(=O)(=O)c1ccc(F)cc1)c1ccc(S(=O)(=O)N2CCCCC2)cc1
    -2	-4	5	15	-3	19	1.1	-2	23	-6	-8
Cc1nc2ccc(S(=O)(=O)Nc3cc(-c4nc5cccnc5s4)ccc3C)cc2s1
    -9	-13	-16	-82	-47	1	0.2	-44	-35	0	-54
COc1ccc(-c2csc3ncnc(N4CCN(c5ccc(OC)cc5)CC4)c23)cc1
    -23	0	10	2	-31	11	-2.2	2	14	-12	4
Cc1cc2nc(-c3cccc(Br)c3)c(CC3CCCCC3)n2c(C)c1Br
    ·	8	·	·	-9	·	·	·	-26	-10	-2
O=C(Nc1ncnc2sc3c(c12)CCCCC3)c1ccco1
    -2	1	-3	14	-15	-6	-2.3	11	-34	-3	-5
COc1ccc(S(=O)(=O)N2CCOCC2)cc1NC(=O)c1ccccc1C
    5	0	2	-9	19	6	-3.6	-52	6	8	6
CC(C)OC(=O)CSc1nnc(-c2ccco2)n1N
    3	8	-9	19	0	-5	4.2	14	-16	4	6
COc1ccc(C2=NN(C(=S)Nc3ccccc3)C(c3ccccc3)C2)cc1 (stereo not given)
    -135	-6	-7	12	7	10	-0.7	2	-14	4	0
O=C(CN1C(=O)c2ccccc2C1=O)OCC(=O)N1CCN(c2ccccc2)CC1
    -1	-11	5	6	20	14	-1.8	3	3	15	-1
O=C(Cc1ccc([N+](=O)[O-])cc1)Nc1ccc2c(c1)C(=O)NC2=O
    -3	-2	0	23	-10	4	1.4	2	1	-7	24
O=C(CS(=O)(=O)c1ccc(F)cc1)Nc1nnc(-c2cccs2)o1
    -2	2	1	13	-14	13	-3.0	-10	-7	-8	11
COc1ccc(C(=O)Nc2ccc(Cl)cc2C(=O)NCc2ccco2)cc1
    -13	-3	8	-13	-28	-3	2.3	5	-26	10	-7
Cc1cc(C)cc(NC(=S)N2CCC(NC(=O)C3CC3)CC2)c1
    -2	-9	-2	3	3	2	0.1	-4	-12	6	8
COc1cc(OC)c(NC2=CC(=O)C(=O)c3ccccc32)cc1Cl
    10	-16	4	2	6	-27	-1.2	-8	-3	5	22
CCn1c(SCC(=O)N2CCCC2)nnc1-c1ccc(S(=O)(=O)N2CCCCCC2)cc1
    -1	-1	2	20	11	10	-2.5	-16	2	1	-9
Cn1c(=O)c2c(nc(CN3CCN(C(=O)c4ccco4)CC3)n2Cc2cccc(Cl)c2)n(C)c1=O
    -2	5	13	12	-9	13	0.3	-7	1	5	-6
Cc1cc(NC(=O)CSc2nnc(C3CC3)n2-c2ccccc2)no1
    -4	-2	-6	17	-19	0	-1.8	11	-4	5	6
CC(C)Cc1nnc(NC(=O)CCC(=O)NC2CC2)s1
    8	4	0	11	1	1	-1.0	-20	15	1	5
O=C(N/N=C/C(Br)=C/c1ccccc1)c1ccncc1
    4	9	-7	10	9	-7	2.5	-34	-21	4	-1
COc1ccc(C(C)=O)cc1COc1cc(C)c(Cl)c(C)c1
    ·	-2	3	10	18	-8	1.3	1	12	-10	7
CCN(c1cccc(C)c1)S(=O)(=O)c1ccc2[nH]c(=O)c(=O)[nH]c2c1
    -5	-4	-7	-4	-21	2	-2.1	-6	·	-5	·
COc1cccc(CNc2nc3nc(C)cc(C)n3n2)c1
    1	7	-8	-9	-10	1	1.9	-23	14	-1	-2
NC1=NS(=O)(=O)NC1c1ccc(F)cc1 (stereo not given)
    -7	-1	13	-14	5	9	-2.4	-3	-7	2	-5
c1csc(-c2noc(CN3CCc4sccc4C3)n2)c1
    6	1	3	25	0	15	0.1	-5	-2	-8	3
COC(=O)c1c(C(=O)OC)c(-c2ccc(OC)cc2)n2c1CCC2
    -7	1	3	2	13	8	-1.1	-12	-1	-3	-9
Cc1ccc(S(=O)(=O)N2CCOCC2)cc1NC(=O)COC(=O)c1ccccc1OCc1c(C)noc1C
    -9	4	2	1	7	13	0.2	9	10	-2	-4

# Next part.
# Second line of a record – TLR9-MyD88 inh	ABHD5-PLIN5 inh	LMP1 NFkB inh	NCOA3 inh	NR5A2 inv ag	MC4R antagonist	MC4R ag barr	SRC1 inh	SRC2 inh	NOD2-RIPK2 inh	NR2F2 inh
O=C(NCc1cccs1)c1cc(-c2ccccc2)nc2ccccc12
    0	-3	-10	5	21	3	-1.2	4	10	2	-5
Cc1ccc(NC(=O)Cn2ccc(=O)[nH]c2=O)cc1
    -5	2	-17	-31	-6	4	0.0	0	-41	-10	-13
CC(=O)/C(=N\Nc1ccccc1)Sc1cccc2cccnc12
    2	0	-18	24	-31	1	-2.2	5	2	8	13
COc1cc(CNC(=O)c2cc(-c3cc(Cl)ccc3OC)n[nH]2)cc(OC)c1
    ·	-4	·	5	0	-1	0.8	12	-2	0	-5
CCCN(CC(=O)Nc1ccc(Cl)cc1Cl)C(=O)/C=C/c1cccc([N+](=O)[O-])c1
    2	-5	5	12	2	6	-0.8	10	5	-3	-3
CCCCCn1nnnc1C1(C)CCC(=O)N1Cc1ccco1 (stereo not given)
    ·	13	·	·	-8	·	·	·	-6	-10	6
CN(c1ccccc1)S(=O)(=O)c1cccc(C(=O)Nc2cccc(C(=O)NC3CC3)c2)c1
    -8	0	3	6	-8	0	-3.9	5	6	-9	12
